ADAM17 inh: ADAM17 inhibition, QFRET primary screen; inhibition, % at 6.95 µM; recombinant ADAM17, EDANS/DABCYL FRET peptide cleavage; 0.83% of 370,000 active;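 active = inhibition above the mean of compounds lying between control limits plus 3 SD, set per campaign, cut at about 8.5% in these data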;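 also: 0% = DMSO-only wells as the low control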
ADAM10 inh: ADAM10 inhibition, QFRET primary screen; inhibition, % at 7 µM; recombinant ADAM10, EDANS/DABCYL FRET peptide cleavage, 3 h; 0.62% of 370,000 active; O14672;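 active = inhibition above a per-campaign cutoff equal to the mean of compounds falling between control-based bounds plus 3 SD, cut at about 20% in these data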;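 also: 0% = DMSO wells while the 100% control is not disclosed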
DAX1 inh-1: NR0B1 (DAX1) inhibition. P51843. AID 504766. inhibition, % at 6.75 µM. 0.99% of 340,000 active. HEK293 Gal4-DAX1 luciferase reporter, luminescence;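 active = inhibition above the mean over all tested compounds plus 3 SD, cut at about 4.2% in these data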;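 also: 0% = DAX1-transfected cells with DMSO and 100% = empty-vector control cells with DMSO; inhibition shows as a rise in luminescence from relieved DAX1 repression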
ssDAF-12 act: S. stercoralis DAF-12 activation, primary screen. HEK293 ssDAF-12/GRIP1 lit1-tk-luc reporter, luminescence; % of 3 µM dafachronic acid response. activation, % at 6.8 µM. 1% of 370,000 active. AID 652126;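 active = activation above the mean over all tested compounds plus 3 SD, cut at about 0.9% in these data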;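 also: 0% = DMSO-only wells and 100% = 3 µM delta7-dafachronic acid wells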
hgDAF12 agonist: activates the H. glycines DAF-12 receptor ligand-binding domain; HEK293 GAL4-hgDAF12 UAS-luciferase reporter, agonist luminescence; normalized to butyrate control; activation, % at 6.8 µM; 1.8% of 370,000 active; AID 687014;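 active = activation above a cutoff set at the mean of all screened compounds plus 3 SD, cut at about 10% in these data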;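 also: 0% = DMSO wells and 100% = sodium butyrate wells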
sPLA2-III inh: Inhibits HGIII-sPLA2 liposome hydrolysis, primary screen. QFRET BODIPY PC-A2 liposome hydrolysis, fluorescence. inhibition, % at 12.2 µM. 0.56% of 370,000 active. AID 743126;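 active = inhibition above mean plus 3 SD of compounds lying within the high and low control bounds, cut at about 19% in these data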;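 also: 0% = median of test compound wells and 100% = no enzyme DMSO wells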
GAA850 FXN act: activators of GAA850 frataxin (FXN) promoter; HEK293 lucGAA850 FXN promoter luciferase reporter, 24 h; percent of 10 µM SAHA response; activation, % at 6 µM; 0.56% of 360,000 active;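 active = activation above the average of all compounds screened plus 3 SD, cutoff fixed separately per campaign, cut at about 7.5% in these data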;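 also: 0% = DMSO wells and 100% = 10 µM SAHA wells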
DAX1 inh-2: DAX1 (NR0B1) inhibition, primary screen; AID 652010; inhibition, % at 6.8 µM; HEK293T StAR-luciferase reporter, SF-1/DAX-1 repression relief; 1.1% of 370,000 active;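 active = inhibition above the mean over all tested compounds plus 3 SD, cut at about 3.6% in these data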;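 also: 0% = DAX-1 cells with DMSO and 100% = cells lacking DAX-1 with DMSO; higher inhibition means more luminescence from relief of DAX-1 repression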
hcDAF-12 act: H. contortus DAF-12 activation, primary screen | activation, % at 6.8 µM | 1.4% of 370,000 active | HEK293 hcDAF-12 lit1-tk-luc reporter, luminescence; 0% DMSO, 100% Δ7-dafachronic acid;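 active = activation above the mean of all tested compounds plus 3 SD, cut at about 5.5% in these data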;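 also: 100% = response to 3 µM Δ7-dafachronic acid high control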
PLCg1 inh: PLC-gamma1 (human) inhibition, primary screen; 0.84% of 370,000 active; inhibition, % at 12.2 µM; P19174; purified PLC-gamma1, fluorogenic substrate, fluorescence; AID 720700; in the data active = inhibition above about 9.5%
Target sequence (P19174 whole entry, looked up): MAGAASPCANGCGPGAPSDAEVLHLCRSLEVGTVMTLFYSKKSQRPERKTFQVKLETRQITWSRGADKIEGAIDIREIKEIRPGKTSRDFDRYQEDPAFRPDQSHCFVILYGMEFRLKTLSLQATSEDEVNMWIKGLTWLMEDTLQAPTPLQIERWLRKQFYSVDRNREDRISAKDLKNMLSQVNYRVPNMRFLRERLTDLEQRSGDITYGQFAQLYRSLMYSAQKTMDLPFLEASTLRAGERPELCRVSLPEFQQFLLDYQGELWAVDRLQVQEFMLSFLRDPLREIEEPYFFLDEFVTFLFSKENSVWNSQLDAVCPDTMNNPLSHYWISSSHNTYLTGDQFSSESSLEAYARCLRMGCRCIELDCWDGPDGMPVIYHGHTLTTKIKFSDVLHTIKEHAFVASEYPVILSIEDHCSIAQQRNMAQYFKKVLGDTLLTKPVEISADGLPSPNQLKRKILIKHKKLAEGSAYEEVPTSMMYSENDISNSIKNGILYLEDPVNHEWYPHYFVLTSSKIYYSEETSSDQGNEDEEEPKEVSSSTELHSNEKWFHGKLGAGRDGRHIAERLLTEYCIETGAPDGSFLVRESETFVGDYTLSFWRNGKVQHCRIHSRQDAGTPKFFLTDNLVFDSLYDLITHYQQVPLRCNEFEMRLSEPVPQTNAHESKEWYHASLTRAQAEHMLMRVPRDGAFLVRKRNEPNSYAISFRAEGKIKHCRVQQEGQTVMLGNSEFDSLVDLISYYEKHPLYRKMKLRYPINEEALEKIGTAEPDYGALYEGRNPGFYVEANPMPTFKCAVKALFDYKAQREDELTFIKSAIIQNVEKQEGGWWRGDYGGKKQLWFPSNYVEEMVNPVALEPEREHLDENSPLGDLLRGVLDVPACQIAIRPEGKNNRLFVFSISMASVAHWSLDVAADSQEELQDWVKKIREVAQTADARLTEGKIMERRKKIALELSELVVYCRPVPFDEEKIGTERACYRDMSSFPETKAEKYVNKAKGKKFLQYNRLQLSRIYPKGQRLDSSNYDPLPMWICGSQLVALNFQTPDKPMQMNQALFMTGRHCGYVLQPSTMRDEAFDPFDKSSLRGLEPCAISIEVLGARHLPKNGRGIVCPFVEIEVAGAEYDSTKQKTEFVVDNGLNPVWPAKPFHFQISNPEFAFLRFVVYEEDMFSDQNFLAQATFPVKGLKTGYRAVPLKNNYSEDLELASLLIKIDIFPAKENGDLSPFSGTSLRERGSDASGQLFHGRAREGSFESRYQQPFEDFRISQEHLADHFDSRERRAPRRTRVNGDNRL
PLCb3 inh: PLC-beta3 (human) inhibition, primary screen; Q01970; inhibition, % at 12.2 µM; 0.18% of 370,000 active; Purified PLC-beta3, fluorogenic substrate, fluorescence; in the data active = inhibition above about 11%;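 also: 0% = median of compound wells on plate and 100% = full blocker control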
Active calls of the source: *; nt = not tested or not shown.

SMILES	ADAM17 inh	ADAM10 inh	DAX1 inh-1	ssDAF-12 act	hgDAF12 agonist	sPLA2-III inh	GAA850 FXN act	DAX1 inh-2	hcDAF-12 act	PLCg1 inh	PLCb3 inh
Cc1ccccc1C(=O)Nc1ccc2c(c1)OCCO2	-6	-8	-3.2	1.8*	11*	0	2.2	3.2	5.4	1	0
CC(C)C(=O)Nc1ccc(NC(=O)CCc2ccccc2)cn1	-4	1	-0.2	-1.4	-1.0	5	1.2	-0.1	1.8	-1	-3
CCn1c(N2CCN(S(=O)(=O)c3ccc(OC)cc3)CC2)nc2ccccc21	-2	-4	-3.8	-1.9	-4.1	-11	3.0	-0.7	-2.5	0	-1
CC1CC(C)CN(CCCNC(=O)CCNC(=O)Cn2cnc3ccccc3c2=O)C1 (configuration not stated)	-3	0	1.0	-0.8	0.3	5	2.7	0.1	-2.1	0	-3
COc1ccccc1CC(=O)Nc1cccc(C)n1	-2	-8	-1.0	-1.5	1.7	0	0.2	-0.8	-0.6	1	-6
O=C1NCCCN1Cc1ccc(Cl)cc1	-6	-2	-0.4	-1.2	-0.5	6	0.7	0.6	1.0	0	-6
CCN(CC)S(=O)(=O)c1ccc(C(=O)Nc2ccc3c(c2)OCCO3)cc1	3	7	0.0	-1.7	-0.3	-7	-0.5	-1.2	-2.2	3	0
CCOC(=O)c1cc(-c2csc(COc3ccccc3Cl)n2)on1	-1	-1	0.8	-0.2	0.9	3	-2.0	-0.5	0.6	0	-6
CCCCOc1ccc(S(N)(=O)=O)cc1	0	-8	-0.1	-1.3	1.3	6	1.4	-0.6	0.1	-1	-1
CC1=CC(C)(C)Nc2ccc(OC(=O)CN3C(=O)CCC3=O)cc21	-19	-58	-3.0	-2.3	-11	5	4.2	-2.4	-4.3	-118	-169

The last two entries of the part above come first, to join the parts.
SMILES	ADAM17 inh	ADAM10 inh	DAX1 inh-1	ssDAF-12 act	hgDAF12 agonist	sPLA2-III inh	GAA850 FXN act	DAX1 inh-2	hcDAF-12 act	PLCg1 inh	PLCb3 inh
CCCCOc1ccc(S(N)(=O)=O)cc1	0	-8	-0.1	-1.3	1.3	6	1.4	-0.6	0.1	-1	-1
CC1=CC(C)(C)Nc2ccc(OC(=O)CN3C(=O)CCC3=O)cc21	-19	-58	-3.0	-2.3	-11	5	4.2	-2.4	-4.3	-118	-169
O=C(Nc1ccc(NC(=O)c2cccs2)cc1)c1ccc2c(c1)OCCO2	-8	-5	-0.1	-1.6	-0.7	1	-14	-0.3	-1.3	0	-7
O=C(NCC1CCCO1)c1ccc(Br)o1 (configuration not stated)	1	-8	0.5	-1.3	5.1	14	-1.4	0.5	0.1	3	-3
O=C(c1ccco1)N1CCN(Cc2cc(=O)c(OCc3cccc(F)c3)co2)CC1	2	-15	-0.6	-0.7	-1.6	11	0.5	-0.9	-2.6	1	-7
N#CCC(=O)N/N=C\c1cccc(OC/C=C/c2ccccc2)c1	-6	-5	-1.9	0.3	11*	-2	1.9	13*	2.1	-11	-28
Cc1ccc(NC(=O)c2cc(-c3ccc(C)c(C)c3O)n[nH]2)cc1C	1	-3	0.9	-1.4	0.4	-5	0.3	-0.4	-3.5	-1	-2
NS(=O)(=O)c1ccc(NC(=S)N2CCN(S(=O)(=O)c3ccc(F)cc3)CC2)cc1	4	5	nt	-1.6	0.4	-17	nt	0.1	-1.7	4	6
Cc1ccc(C(=O)NCCC(=O)Nc2ccccc2C)cc1	-7	-8	0.8	-0.8	0.6	1	0.4	0.2	-0.2	0	-4
CCCCN1C(=O)C(CC(=O)NCCN2CCOCC2)CC(C(=O)N(C)C)=C1C (configuration not stated)	2	2	0.9	-0.8	0.4	2	1.1	-0.3	0.2	2	2
Cc1cc(C)n(C2CC(=O)N(c3ccc(C)c(Cl)c3)C2=O)n1 (configuration not stated)	2	-5	1.4	-0.8	0.2	12	-1.2	-0.1	1.2	4	-8
CC(=O)Nc1nc(N2C(=O)c3ccccc3C2=O)n(-c2ccccc2)n1	-1	-8	-0.7	-1.1	2.2	4	-0.4	-0.2	-0.1	3	0
Cc1ccc([N+](=O)[O-])cc1/C=N/Nc1nnnn1-c1ccccc1	0	8	0.4	-1.5	0.8	6	-1.4	0.4	0.5	5	1
CC(C)NC(=O)COC(=O)/C=C/c1ccc(F)cc1	-3	-5	1.2	-0.6	0.9	14	2.3	0.0	-3.0	2	1
Cc1nc2ccc(CCO)cc2s1	0	5	2.6	-1.1	-0.9	6	0.1	0.7	-0.9	6	2
CCOC(=O)c1ccc(NC(=O)CN(C)S(=O)(=O)c2ccc(Br)s2)cc1	3	5	-0.5	-1.7	-1.5	-22	0.4	1.1	-3.4	4	0
CN(CC(=O)O)C(=O)c1ccccc1	0	2	5.7*	-1.3	-0.7	2	-1.0	0.3	2.6	4	7
O=S1(=O)CC2SC(=S)N(Cc3ccccc3)C2C1 (configuration not stated)	-2	5	nt	-1.0	-1.0	1	1.3	0.2	0.2	0	-2
Cn1c(CO)cnc1-c1ccccc1	-3	-7	-0.9	-1.7	-0.2	4	1.5	-0.4	-1.6	-1	-6
Cc1cc(NC(=O)CSCC(=O)N(C)Cc2ccc(F)cc2)no1	-6	-12	-0.5	-1.4	-1.8	10	0.1	0.8	-0.7	3	-4
COc1ccc(CCNC(=O)c2c(O)c3ccccc3[nH]c2=O)cc1	-3	6	0.6	-1.4	0.7	4	0.6	-0.6	-0.7	-1	-9
CSc1ncnc2sc(C)c(C)c12	0	-6	0.7	-0.9	4.4	-3	3.1	-0.2	-1.0	0	0
CCCNC(=O)c1ccccc1C(=O)NC1(C(=O)NCCC)CCCC1	-2	1	1.8	-1.0	-0.1	-1	0.8	-0.2	-1.6	3	-2
O=C(NCCN1CCOCC1)[C@H](Cc1ccccc1)N1C(=O)c2ccccc2C1=O	-5	-7	-0.8	-0.9	-0.7	5	-1.3	-0.4	-1.3	0	-2
COc1cc(C(=O)Nc2nnc(C)s2)c([N+](=O)[O-])cc1OC	3	5	0.7	-0.4	-1.0	-4	1.2	-0.6	0.8	0	-1
COC(=O)c1ccc2nc(C3CCCCC3)c(Cc3ccccc3)n2c1	-1	-17	nt	-0.2	3.4	-1	nt	0.6	5.9*	-18	-34
Cc1ccc(C(=O)N/N=c2\sc3ccccc3n2C)cc1	-1	-5	-0.1	-1.1	-0.9	7	5.1	-0.2	1.4	-1	0
CCc1ccc2oc(-c3cccc(NC(=O)c4cccnc4)c3)nc2c1	7	3	-0.5	-0.6	2.8	3	3.4	0.2	1.4	3	6
COc1cccc(OC)c1C(=O)Nc1cccc2c1CCCC2	-6	-5	-0.8	-1.1	0.0	8	-0.6	-0.2	-1.5	2	0
NC(COCc1ccccc1)c1csc(Nc2ccc(C(F)(F)F)cn2)n1 (configuration not stated)	4	4	nt	-0.9	0.9	4	1.4	0.0	0.3	6	-5
C/C(=N\NC(=O)NC1CCCCC1)c1ccc(Cl)s1	1	5	2.9	-1.2	-0.9	-2	2.9	0.1	-1.5	3	3
CC(=O)Oc1ccc(-c2ccc(C(=O)OCC(=O)c3c(N)n(C)c(=O)n(C)c3=O)cc2)cc1	3	-16	0.1	-1.8	-5.3	-37	-0.2	-2.1	-1.1	-21	-32
CC(c1nnc(SCC(=O)c2c(N)n(C)c(=O)n(C)c2=O)n1-c1ccc(Cl)cc1)N(C)C (configuration not stated)	-3	-3	-1.2	-1.3	1.1	-6	-2.9	-0.3	-0.1	-1	3
Cc1ccc(SC(c2ccccc2)C(Cn2cncn2)C(=O)c2ccccc2)cc1 (configuration not stated)	-1	-7	1.5	-1.4	-2.5	-9	1.7	0.2	0.0	4	2
CN(c1ccccc1)S(=O)(=O)c1cccc(NC(=O)C2=NNC(=O)CC2)c1	-2	-7	-2.5	-1.8	-5.0	-13	2.1	-1.6	-1.6	5	6
COc1ccc(/C(C)=N/N2C(=O)c3ccccc3NC2c2ccc(O)c(OC)c2)cc1 (configuration not stated)	-34	-151	1.7	-0.7	8.6	-6	-0.6	0.6	2.7	-78	-97
O=C1[C@H]2[C@@H](/C=C/c3ccccc3)N3C(=O)CN(CCO)C(=O)[C@@]3(Cc3ccccc3)[C@H]2C(=O)N1c1ccccc1	-1	3	1.4	-1.0	3.4	0	1.2	0.7	0.1	0	-2
Cc1c(Br)c([N+](=O)[O-])nn1CC(=O)N1CCc2ccccc21	-1	3	-0.1	-1.0	1.6	1	1.0	0.5	3.0	1	-3
COc1cccc2sc(NNC(=O)C3COc4ccccc4O3)nc12 (configuration not stated)	-4	-14	-1.8	-0.5	-1.5	22*	0.4	0.0	1.3	-7	-12
O=C(Nc1nc2ccc(S(=O)(=O)N3CCCCC3)cc2s1)C1CCCO1 (configuration not stated)	-2	1	0.6	-0.8	-0.3	-3	-1.1	0.7	-1.2	-1	-3
O=C(c1ccc(F)cc1)C1CCN(C(=O)Nc2ccccc2Cl)CC1	0	-5	1.7	-1.4	3.8	5	-3.7	0.6	-2.6	2	0
CC(C)CC(=O)Nc1ccc(C(=O)COC(=O)C2=COCCO2)cc1	-5	-2	1.2	-1.1	-1.5	-2	1.3	-1.2	0.1	4	-7
Cc1cc(/C=C(\C#N)C(=O)O)c(C)n1CC1CCCO1 (configuration not stated)	3	8	3.5	-0.7	0.7	7	-1.1	-0.1	-0.2	-8	-2
Cn1ncc(Cl)c1C(=O)Nc1cccnc1	-5	0	-1.2	-1.0	-0.6	2	-2.7	1.1	-2.1	0	-1
N#Cc1ccc(-c2nc3ccc(Cl)cn3c2Cc2ccccc2)cc1	-32	-113	nt	-0.4	2.5	-4	nt	1.3	-2.1	-41	-56
CCCCN(C(=O)CSc1cc(C)c2ccccc2n1)c1c(N)n(Cc2ccccc2)c(=O)[nH]c1=O	0	-8	1.6	-1.8	1.9	2	-12	0.1	1.1	5	2
Cc1ccc(C(=O)Nc2ccc3cn[nH]c3c2)cc1S(=O)(=O)N1CCCCC1	8	10	-0.4	0.2	6.1	-16	5.3	0.2	6.1*	9	6
Cc1nc2cc(C(F)(F)F)ccc2n1C1CCN(C(=O)N2CCOCC2)CC1	-3	3	0.6	-1.7	-0.4	4	5.2	0.6	-1.2	0	1
COc1ccc(C(C(=O)NC2CCCC2)N(C(=O)c2snc(C(N)=O)c2N)c2cc(C)ccc2OC)cc1OC (configuration not stated)	-7	-15	-0.6	-1.4	-1.9	-3	-3.6	-0.1	-1.2	-10	-17
CCCc1nnc(SCC(=O)N2CCCCC2C)n1CCCOC (configuration not stated)	0	4	1.2	-0.8	0.8	-1	-0.2	0.2	-0.8	1	1
CCOC(=O)c1sc2nc(NC(=O)C3CCCCC3)sc2c1C	-3	-5	0.1	-1.4	2.8	0	-0.7	-0.6	2.0	2	4
Cc1cc(C)c2c(CC(=O)N3CCCC3)coc2c1	-5	0	0.2	-1.4	2.0	13	-0.8	-0.2	-1.7	-2	-10
